Compound activity deposited in PubChem BioAssay by The Scripps Research Institute Molecular Screening Center.
M1 ag = human M1 muscarinic receptor agonism; CHO-K1 hM1, Fluo-8 calcium fluorescence, agonist mode; 0% DMSO, 100% acetylcholine EC100; activation, % at 3 µM; 360,000 tested, 0.33% active;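 active means activation above the run's mean compound activation plus 3 SD, cut at about 16% in these data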;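 further: peak over basal fluorescence ratio within a 140 s kinetic read after compound addition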
Target sequence (P11229 whole entry, looked up): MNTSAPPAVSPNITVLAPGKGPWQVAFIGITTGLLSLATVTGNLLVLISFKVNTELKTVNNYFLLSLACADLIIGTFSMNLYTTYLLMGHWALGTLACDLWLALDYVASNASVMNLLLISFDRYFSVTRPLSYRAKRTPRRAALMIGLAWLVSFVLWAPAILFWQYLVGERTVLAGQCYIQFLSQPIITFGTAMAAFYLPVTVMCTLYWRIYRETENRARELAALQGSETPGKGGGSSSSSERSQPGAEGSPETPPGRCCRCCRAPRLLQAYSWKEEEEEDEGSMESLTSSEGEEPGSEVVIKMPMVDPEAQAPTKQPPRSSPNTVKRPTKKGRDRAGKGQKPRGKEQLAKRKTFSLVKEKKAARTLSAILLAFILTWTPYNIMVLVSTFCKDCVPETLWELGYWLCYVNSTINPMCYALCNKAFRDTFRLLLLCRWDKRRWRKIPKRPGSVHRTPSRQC
CHRM4 agonist = CHRM4 agonism in calcium assay; AID 624127; CHO-K1 hM4/Gqi5, Fluo-8 calcium fluorescence; vehicle 0%, full acetylcholine response 100%; P08173; activation, % at 3 µM; 360,000 tested, 0.14% active;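 active means activation above the run mean over all test wells plus 3 SD, cut at about 32% in these data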;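 further: peak over basal fluorescence ratio per well then scaled between controls; 0% = DMSO wells and 100% = acetylcholine at EC100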
M1 ag parental = M1 agonist counterscreen hit in parental CHO-K1 cells | 360,000 tested, 0.48% active | Fluo-8 calcium fluorescence; scaled to maximal ATP response, vehicle zero | activation, % at 3 µM; in the data active means activation above about 15%;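 further: untransfected CHO-K1 host cells lacking M1 receptor as counterscreen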
CHO parental Ca = counter-screen for OX1R antagonists: effect in parental CHO cells. parental CHO-K1, ATP-induced calcium, Fluo-8 fluorescence. inhibition, % at 5.6 µM. 330,000 tested, 0.63% active. AID 463079;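 active means inhibition above that plate's mean sample inhibition plus 3 SD, cut at about 26% in these data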;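 further: 0% = ATP-challenged DMSO wells and 100% = DMSO wells without ATP; some compounds past the cut are filed as inactive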
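Material: Parental CHO cells | Reagent: ATP | Compound dosing: Single nominal dose of 5.6 µM per compound | Detection: Intracellular calcium via Fluo-8 no-wash fluorescent dye | Read-out: % inhibition of ATP-induced calcium mobilization | Benchmarks: Low control ATP plus DMSO, high control DMSO only | Replicates: Singlicate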
OXTR potentiate = human OXTR potentiation; P30559; activation, % at 3 µM; AID 2445; CHO-OTR cells, Fluo-8 calcium fluorescence, potentiator mode; 0% = oxytocin EC15, 100% = EC100; 320,000 tested, 0.061% active;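 active means activation above that plate's cutoff, the mean activation of tested compounds plus 3 SD, cut at about 6.6% in these data, passing the limit was not always enough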;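 further: 100% uses oxytocin at 75 nM as the full agonist control; some results filed as inactive read as strong as hits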
Target sequence (P30559 whole entry, looked up): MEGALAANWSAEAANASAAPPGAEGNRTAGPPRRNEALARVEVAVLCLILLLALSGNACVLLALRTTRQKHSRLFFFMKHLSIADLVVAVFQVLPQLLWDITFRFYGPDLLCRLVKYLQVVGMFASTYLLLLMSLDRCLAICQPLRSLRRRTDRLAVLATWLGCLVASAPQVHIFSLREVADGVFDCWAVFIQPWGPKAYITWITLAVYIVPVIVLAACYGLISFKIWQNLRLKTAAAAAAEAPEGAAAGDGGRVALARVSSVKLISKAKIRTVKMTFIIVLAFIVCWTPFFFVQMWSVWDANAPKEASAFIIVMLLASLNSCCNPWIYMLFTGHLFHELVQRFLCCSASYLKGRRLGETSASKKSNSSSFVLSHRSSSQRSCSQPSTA
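Assay system: CHO-OTR cells, human receptor / Also added: oxytocin at about EC15, sub-maximal agonist stimulus / Dosing: single dose, 3.0 µM nominal final compound concentration / Incubation: 6 min pre-incubation, 100 s read / Technique: Fluo-8 calcium dye fluorescence / Read-out: % activation vs EC15 and EC100 oxytocin / Benchmarks: EC15 oxytocin low, 75 nM oxytocin high / Replicates: singlicate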
CHO-K1 Ca antag = nonselective inhibitor or artifact in parental CHO-K1 cells | ATP-induced calcium, Fluo-8 fluorescence | inhibition, % at 3 µM | 360,000 tested, 0.6% active | AID 602250;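 active means inhibition above a per-plate cutoff, the plate's mean sample inhibition plus 3 SD, cut at about 24% in these data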;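 further: 0% = DMSO plus EC80 ATP and 100% = DMSO alone without ATP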
CHRM1 PAM = human CHRM1 positive allosteric modulation. 360,000 tested, 0.088% active. activation, % at 3 µM. AID 588819. CHO-K1 hM1, Fluo-8 calcium fluorescence, ACh EC20; 0% = ACh EC20, 100% = maximal ACh. P11229; in the data active means activation above about 19%, passing the limit was not always enough
CHRM4 antagonist = CHRM4 antagonism in calcium assay; P08173; CHO-hM4 cells, ACh EC80, Fluo-8 calcium fluorescence; inhibition, % at 3 µM; 360,000 tested, 0.73% active;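 active means inhibition above its plate's cutoff, the mean inhibition of sample wells plus 3 SD, cut at about 27% in these data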;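 further: 0% = acetylcholine EC80 with DMSO and 100% = DMSO without agonist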
CHRM1 antagonist = blocks human M1 muscarinic receptor. 360,000 tested, 1.3% active. CHO-K1 hM1, Fluo-8 calcium fluorescence, ACh EC80 antagonist. inhibition, % at 3 µM. AID 588852;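 active means percent inhibition above its own plate's cutoff, namely the mean of that plate's compound wells plus 3 SD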;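 further: peak over basal fluorescence ratio during 140 s after agonist addition; 0% = ACh EC80 plus DMSO and 100% = DMSO alone without agonist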
Active calls of the source: *; . = no result given.

smiles	CHO parental Ca	OXTR potentiate	CHRM1 PAM	CHRM4 antagonist	CHRM4 agonist	CHO-K1 Ca antag	M1 ag	CHRM1 antagonist	M1 ag parental
OC(c1ccccc1)(c1ccccc1)C1CCN(C(=S)NC2CCCC2)CC1	-6	0	-8	4	0	-2	-11	-1	0.2
O=C(c1ccc(CS(=O)Cc2ccc(Cl)cc2)o1)N1CCN(c2ccccc2F)CC1 (stereo unspecified)	-37	-5	9	-5	5	-4	-1	-11	3.9
CCNC(=O)C1(C)CCN(C(=O)c2ccccc2F)C1 (stereo unspecified)	.	.	7	-7	1	-10	-4	-8	0.6
COc1ccc(-c2nn(-c3ccccc3)cc2/C=N/O)cc1	-15	-9	5	-14	0	-12	-1	-9	-0.6
O=C(Nc1ccc2c(c1)OCCO2)C1CC1c1ccccc1 (stereo unspecified)	-7	-6	-1	-2	2	-8	-8	1	1.6
CC(=O)Nc1ccc(C2Nc3cc(C)c(C)cc3NC3=C2C(=O)CC(C)(C)C3)cc1 (stereo unspecified)	-3	5	7	-8	1	4	-2	-4	7.6
O=C1c2ccccc2[C@@H]2C[C@@H](O)[C@H](Nc3ccccc3Cl)CCN12	0	.	-4	-6	11	1	1	6	3.1
COc1cc(C(=O)NCCOc2ccccc2)c(Br)c(OC)c1OC	-25	-3	7	-6	1	-5	-3	-17	1.2
COC(=O)c1ccc(CNC(=O)CNC(=O)c2sc3ccccc3c2Cl)cc1	-21	-4	12	-13	3	-12	-1	-10	1.0
CCn1c(CSCc2ccc(F)cc2)nnc1SCC(=O)NCc1ccccc1	8	-18	0	24	4	-5	-4	4	2.2
CC(C)NC(=O)CSc1nnc(-c2ccc(S(=O)(=O)N3CCCC3)cc2)n1CC1CCCO1 (stereo unspecified)	-7	-6	8	0	0	4	-7	-11	-0.1
O=C(Nc1ccc2c(c1)OCO2)C1Cc2ccccc2CN1S(=O)(=O)c1cccs1 (stereo unspecified)	-3	-5	0	-7	9	-3	1	-15	3.2
Cc1nnc(NC(=O)CS(=O)(=O)Cc2ccccc2)s1	.	.	2	-32	0	-11	-1	-2	0.0
CC1CCCCC1NC(=O)CN(C)S(=O)(=O)c1cccc2cccnc12 (stereo unspecified)	-9	-11	5	-5	2	-3	7	-5	1.1
O=C(NCc1cccnc1)c1c[nH]c2cc3c(cc2c1=O)OCCO3	5	-3	2	7	0	-4	-4	-1	0.2

Next part (2 carried over from the part before).
smiles	CHO parental Ca	OXTR potentiate	CHRM1 PAM	CHRM4 antagonist	CHRM4 agonist	CHO-K1 Ca antag	M1 ag	CHRM1 antagonist	M1 ag parental
CC1CCCCC1NC(=O)CN(C)S(=O)(=O)c1cccc2cccnc12 (stereo unspecified)	-9	-11	5	-5	2	-3	7	-5	1.1
O=C(NCc1cccnc1)c1c[nH]c2cc3c(cc2c1=O)OCCO3	5	-3	2	7	0	-4	-4	-1	0.2
COc1ccccc1NC(=S)N(CCCN1CCOCC1)Cc1cccs1	-25	-10	-5	8	1	-1	-8	9	0.1
CCOc1ccc(C2/C(=C(\O)c3cccc(OC)c3)C(=O)C(=O)N2c2cc(C)on2)cc1OC (stereo unspecified)	-25	-10	13	-2	1	-10	-3	-17	0.1
CN(C(=O)CN1C(=O)NC(c2ccccc2)(c2ccccc2)C1=O)C1CCS(=O)(=O)C1 (stereo unspecified)	-6	6	5	-12	0	-20	-2	-12	-0.1
COc1cccc(NC(=O)CSc2nc3ncc(Br)cc3[nH]2)c1	-21	-5	-5	-12	7	-4	2	9	7.7
N#Cc1c2c(c[nH]c1=O)CCN2Cc1ccccc1	-22	-5	4	-8	0	-3	-1	-47	-0.1
O=S(=O)(NCCc1ccc(F)cc1)c1ccc(F)cc1Br	-12	.	3	-4	1	-14	-5	-7	3.2
COc1cc2c(cc1OC)CN(C1CCC(C(C)(C)C)CC1)CC2 (stereo unspecified)	.	.	-14	13	1	-1	-7	24	0.7
CCOC(=O)N1CCN(C(=O)CN2C(=O)CC(C)(C)S(=O)(=O)c3ccccc32)CC1	-1	4	4	0	0	-21	-1	-5	0.1
CC(C)(C)N1CC23CCC(C[C@@H]2C1=O)O3 (stereo partly specified)	-3	-2	7	4	1	-13	-2	-2	0.9
NC(=O)CSc1nc2c(sc(=S)n2-c2ccccc2)c(=O)[nH]1	.	.	3	-5	1	-3	2	-3	0.1
O=C(Nc1ccc2oc(-c3ccccc3F)nc2c1)c1ccc([N+](=O)[O-])o1	.	.	-1	-7	0	-9	-5	3	0.4
COc1ccc(S(=O)(=O)N(C)CC(=O)Nc2cccc(C(C)=O)c2)cc1Cl	-20	-5	-2	5	5	-1	-3	-3	3.2
COc1ccc(C(=O)CSc2nccn2C)cc1	-3	1	6	10	0	14	-5	-3	0.4
CCOC(=O)C1CCN(C(=O)c2cc3cc4ccc(OC)cc4nc3o2)CC1	-22	-10	5	4	5	-12	-4	-11	1.9
CC(C)(C)c1cc(S(=O)(=O)CCc2ccccn2)cc(C(C)(C)C)c1F	-21	-9	1	-7	-2	-7	-4	-5	0.3

(listing goes on)
smiles	CHO parental Ca	OXTR potentiate	CHRM1 PAM	CHRM4 antagonist	CHRM4 agonist	CHO-K1 Ca antag	M1 ag	CHRM1 antagonist	M1 ag parental
CCOC(=O)N1CCN(C(=O)c2ccc3c(c2)N=C(CC)c2cc(C)ccc2S3)CC1	-33	1	0	1	3	-7	-4	-5	-0.1
Cc1ccc2nc(SCC(=O)NCc3ccccc3Cl)nc(=O)n2c1	-3	0	2	-6	0	2	-1	-17	1.0
COc1cccc(C#CC2=CC(=O)CC(C)(C)C2)c1	.	.	0	-2	-1	5	-5	-14	-0.4
O=C(c1ccc(CS(=O)Cc2ccc(Cl)cc2)o1)N1CCN(c2ccccc2)CC1 (stereo unspecified)	-36	-10	8	-10	10	-11	-2	-18	3.4
CC(NCc1ccncc1)C12CC3CC(CC(C3)C1)C2 (stereo unspecified)	-18	6	-3	5	1	-4	-16	0	-0.1
CC(NC(=O)C12CC3CC(CC(C3)C1)C2)C(=O)N/N=C/C1=C(N2CCOCC2)C(=C\c2cccc([N+](=O)[O-])c2)/CC1 (stereo unspecified)	-7	-5	9	-8	1	-8	-4	-10	1.3
Cc1cc(C(=O)Nc2nnc(C3CCCCC3)s2)no1	-6	-3	-5	15	10	-10	-3	10	2.9
CC(=O)c1ccc(-n2c(CCC(=O)O)ccc2-c2ccc(Cl)cc2)cc1	-4	-11	8	5	1	-10	0	-13	0.9
CCOC(=O)c1ccccc1NC(=O)c1cc(S(=O)(=O)N2CCOCC2)ccc1F	-38	-15	-5	2	4	0	-2	-17	1.6
CCCCN1C(=O)C(=O)N(CC(=O)Nc2ccccc2C(=O)OCC)C1=O	-22	-4	6	-4	1	-9	0	0	0.2
CN(C(=O)COC(=O)CSCc1cccc(Cl)c1)c1c(N)n(Cc2ccccc2)c(=O)[nH]c1=O	-12	0	4	-9	2	-12	-1	-8	0.6
Cc1ccn2c(CNCc3cnn(C)c3)c(C(=O)N3CCCCCC3)nc2c1	-18	-1	1	-18	0	-4	-5	0	-0.1
NC(=O)C1CCN(c2nc(-c3cccc(N)c3)cs2)CC1	-3	-3	7	-3	1	-16	-1	-15	0.5
Cc1ccc(CN2C(=O)CCC2C(=O)NCc2ccc3c(c2)OCO3)cc1 (stereo unspecified)	-12	-6	2	3	0	-5	-4	0	-0.6
COc1cc(COc2ccc3c(C)c(CCC(=O)O)c(=O)oc3c2)cc(OC)c1OC	-9	-10	1	4	0	-13	-3	-4	1.2

Reformatted with values under each structure: seven of the compounds above.
Each structure is followed by: CHO parental Ca, OXTR potentiate, CHRM1 PAM, CHRM4 antagonist, CHRM4 agonist, CHO-K1 Ca antag, M1 ag, CHRM1 antagonist, M1 ag parental
> O=C(c1ccc(CS(=O)Cc2ccc(Cl)cc2)o1)N1CCN(c2ccccc2F)CC1 (stereo unspecified)
 : -37, -5, 9, -5, 5, -4, -1, -11, 3.9
> CCNC(=O)C1(C)CCN(C(=O)c2ccccc2F)C1 (stereo unspecified)
 : ., ., 7, -7, 1, -10, -4, -8, 0.6
> COc1ccc(-c2nn(-c3ccccc3)cc2/C=N/O)cc1
 : -15, -9, 5, -14, 0, -12, -1, -9, -0.6
> O=C(Nc1ccc2c(c1)OCCO2)C1CC1c1ccccc1 (stereo unspecified)
 : -7, -6, -1, -2, 2, -8, -8, 1, 1.6
> CC(=O)Nc1ccc(C2Nc3cc(C)c(C)cc3NC3=C2C(=O)CC(C)(C)C3)cc1 (stereo unspecified)
 : -3, 5, 7, -8, 1, 4, -2, -4, 7.6
> O=C1c2ccccc2[C@@H]2C[C@@H](O)[C@H](Nc3ccccc3Cl)CCN12
 : 0, ., -4, -6, 11, 1, 1, 6, 3.1
> COc1cc(C(=O)NCCOc2ccccc2)c(Br)c(OC)c1OC
 : -25, -3, 7, -6, 1, -5, -3, -17, 1.2

Other records
smiles	CHO parental Ca	OXTR potentiate	CHRM1 PAM	CHRM4 antagonist	CHRM4 agonist	CHO-K1 Ca antag	M1 ag	CHRM1 antagonist	M1 ag parental
COc1ccc(-c2cnc(N)n2C)cc1	-8	-6	2	-6	1	9	-3	8	-0.2
COc1cc2c(=O)n(CCC(=O)NCC3CCCO3)c(=O)n(CC(=O)Nc3ccc(C)cc3C)c2cc1OC (stereo unspecified)	-17	4	7	-3	0	-7	-5	-5	0.4
CC(=O)Nc1ccc(NC(=O)CSc2nnc(-c3ccco3)o2)cc1	-11	-6	1	-1	-1	1	-5	-1	-0.3
COc1ccc(-n2nnnc2CNC(=O)C2CC(=O)N(c3ccc(F)cc3)C2)cc1 (stereo unspecified)	.	.	10	-4	0	28*	2	-10	0.1
CCOC(=O)c1sc(NC(=O)c2ccccc2C(=O)O)c(C(=O)OCC)c1C	6	-3	5	13	-1	-6	-1	-10	0.0
O=c1[nH]c(CN2CCc3ccccc32)nc2scc(-c3cccs3)c12	-3	-8	-1	0	2	-4	1	8	0.5
COP(=O)(OC)C(NC(=O)Nc1ccccc1)c1ccccc1 (stereo unspecified)	3	-2	1	1	0	2	-3	-1	-0.1
COCCn1c(SCC(=O)Nc2cccnc2Cl)nc2ccccc21	-16	2	11	-8	1	-8	-3	-13	0.5
Cc1ccc(CN2CCN(CC(C)C)C(CCO)C2)s1 (stereo unspecified)	-14	-3	7	-13	1	-11	-10	-8	0.1
Cc1cnc(CNC(=O)c2csc(COCCO)n2)cn1	.	.	3	-7	1	7	-2	-4	4.4
Cc1noc(C)c1COC(=O)CCN1c2ccccc2Sc2ccccc21	-21	-18	-2	-8	-1	1	-4	11	0.1
